APEX1 inh: qHTS Assay for Inhibitors of the Human Apurinic/apyrimidinic Endonuclease 1 (APE1); DNA repair nuclease/redox regulator APEX1 (Homo sapiens), P27695; recombinant APE1, TAMRA/BHQ-2 abasic DNA cleavage fluorescence; Potency, µM (titrated, usually from 65.8 µM), without a hit: at the top dose activity change, negative = inhibition, hits mostly inhibitors; 350,000 compounds, 0.35% hits; AID 2517, 2012;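 note: potency is the fitted concentration of half-maximal effect; plate controls were vehicle for no effect and reference inhibitor for full effect; nearly all actives have a fitted effect of over 55% in size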
Target sequence (P27695 whole entry, looked up): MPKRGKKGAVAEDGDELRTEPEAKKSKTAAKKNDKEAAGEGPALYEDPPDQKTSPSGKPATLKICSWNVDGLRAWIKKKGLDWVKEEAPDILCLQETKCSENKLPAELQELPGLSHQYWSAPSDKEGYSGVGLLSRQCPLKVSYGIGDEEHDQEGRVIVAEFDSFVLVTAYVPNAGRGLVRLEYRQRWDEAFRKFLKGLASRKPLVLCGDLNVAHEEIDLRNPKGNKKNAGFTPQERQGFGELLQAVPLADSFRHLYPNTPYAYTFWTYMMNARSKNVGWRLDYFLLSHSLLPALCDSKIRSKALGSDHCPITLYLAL
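Step 1: APE1 (0.75 nM) with compound, 15 min RT. Step 2: add 50 nM fluorophore/quencher THF duplex. Step 3: three fluorescence reads 60 s apart (525/598 nm); read 3 minus read 1 = reaction progress.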
ERG Ets-DNA blk: qHTS for Small Molecule Inhibitors of the ERG Ets/DNA interaction; 370,000 compounds, 0.028% hits; AID 624246, 2012; Potency, µM (top dose mostly 76.9 µM), for inactives: at the highest dose FP activity, negative = inhibition, hits mostly inhibitors; fluorescence polarization, His-ERG Ets domain / labelled DNA; active = well fitted inhibition curve with a large enough effect in the polarisation, with a control signal flat; inconclusive = small, poorly fitted or top-dose-only effect, or effect the other way, or a change in a side signal; inactive = no such curve, though single readings can be large or run the other way; the % refers to the polarisation;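 note: polarization taken with two DNA probes labelled with fluorescein and Texas red; potency is the fitted concentration of half-maximal effect; % of control where 0% means no effect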
Target sequence (P11308 whole entry, looked up, the tested form may be a part): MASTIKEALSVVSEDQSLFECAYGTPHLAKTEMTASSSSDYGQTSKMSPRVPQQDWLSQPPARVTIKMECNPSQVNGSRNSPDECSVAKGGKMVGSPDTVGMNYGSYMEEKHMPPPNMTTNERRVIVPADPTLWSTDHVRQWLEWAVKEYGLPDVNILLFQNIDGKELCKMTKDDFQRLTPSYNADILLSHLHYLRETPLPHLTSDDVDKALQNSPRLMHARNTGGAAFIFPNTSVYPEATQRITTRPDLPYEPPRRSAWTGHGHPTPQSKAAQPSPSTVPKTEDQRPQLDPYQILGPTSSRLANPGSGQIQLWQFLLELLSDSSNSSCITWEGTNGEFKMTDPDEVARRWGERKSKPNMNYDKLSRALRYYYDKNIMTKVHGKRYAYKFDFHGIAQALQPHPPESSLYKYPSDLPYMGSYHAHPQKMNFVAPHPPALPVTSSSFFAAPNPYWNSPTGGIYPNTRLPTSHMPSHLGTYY
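His-tagged ERG Ets domain (1 uM in the protein solution; 300mM KCl, 50mM Tris-HCl, 1mM EDTA, 1mM DTT, pH 7.5) received compound, then a probe mix of 5 nM fluorescein-DNA and 100nM Texas-615-DNA. Fluorescence polarization was read for both dyes.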
RGS4 inhibitor: Inhibitors of Regulator of G Protein Signaling (RGS) 4: qHTS; Regulator of G-protein signaling 4 (Homo sapiens), P49798; Transcreener GDP fluorescence polarization, RGS4-accelerated GTP hydrolysis; Potency, µM (highest dose often 114 µM), for the others: at the top dose activity change, negative = inhibition, actives largely listed as inhibitors; 390,000 compounds, 0.039% hits; AID 504845, 2011; note: potency is the fitted concentration of half-maximal effect; % is set by controls: 0 for no effect and ±100 for the full control effect; nearly all actives have a fitted effect of over 75% in size; some results filed as inactive show a strong effect at the top dose
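MLSMR compounds (23 nl, pin-transferred) preincubated 10 min at room temperature with a 500nM (2x) first reagent, then RGS4 at 900nM (2x) plus Transcreener GDP mix added; fluorescence polarization (620/688 nm) read before and after 90 min at 30 °C.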
LDHA block: qHTS assay for inhibitors of human lactate dehydrogenase; L-lactate dehydrogenase A chain (Homo sapiens), P00338; purified LDHA, NADH/diaphorase-resazurin fluorescence; stronger effect = lower value; activity change, % (values are at about 110 or 230 µM); 480,000 compounds, 0.15% hits; AID 1347041, 2019; in the data active = activity change below about -30%; inconclusive = mostly about -25% to -30%;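 note: plate controls were DMSO wells for no effect and wells without enzyme for full effect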
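Remaining NADH was detected by diaphorase (0.133 mg/mL) converting 37 µM resazurin to fluorescent resorufin, read at 0 and 20 minutes. The preceding 5-minute room-temperature reaction used 2 nM LDHA, 0.2 mM sodium pyruvate and 0.06 mM NADH at pH 7.4.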
Pol kappa inh: qHTS for Inhibitors of Polymerase Kappa; DNA polymerase kappa (Homo sapiens), Q9UBT6; purified Pol kappa, fluorescent DNA synthesis assay, 10 min; Potency, µM (doses to about 107 µM), for inactives: at the highest dose activity, negative = inhibition, hits mostly inhibitors; 400,000 compounds, 0.53% hits; AID 588579, 2011; note: potency is the fitted concentration of half-maximal effect; % is set by controls: 0 for no effect and ±100 for the full control effect
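Readout: fluorescence, taken kinetically at 0 and 10 min. Conditions: 10 nM Pol kappa, 15 min RT compound preincubation, 50 nM substrate final. Controls: enzyme-free buffer wells.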
POLB inh: qHTS Assay for Inhibitors of DNA Polymerase Beta. P06746. Pol beta primer extension/strand displacement, fluorescence kinetic. Potency, µM (highest dose often 114 µM), without a hit: top-dose activity change, negative = inhibition, hits mostly inhibitors. 340,000 compounds, 1.3% hits. AID 485314, 2010; note: potency is the fitted concentration of half-maximal effect; % is set by controls: 0 for no effect and ±100 for the full control effect
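10 nM enzyme + cpd, 15 min RT; start with substrate 50 nM final; read 0 min and after 10 min RT. Corrected, normalized data; 4-parameter Hill curve fit.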
Apoferritin bind: qHTS Assay for Identification of Novel General Anesthetics; Ferritin light chain (Equus caballus), P02791; apoferritin/1-aminoanthracene competitive binding, fluorescence; Potency, µM (series often up to 77.5 µM), for the others: at the top dose activity change, negative = displacement, usual class: inhibitors; 350,000 compounds, 0.074% hits; note: potency is the fitted concentration of half-maximal effect; % is set by controls: 0 for no effect and ±100 for the full control effect; nearly all actives have a fitted effect of over 20% in size
Target sequence (P02791 2-175 limits assumed): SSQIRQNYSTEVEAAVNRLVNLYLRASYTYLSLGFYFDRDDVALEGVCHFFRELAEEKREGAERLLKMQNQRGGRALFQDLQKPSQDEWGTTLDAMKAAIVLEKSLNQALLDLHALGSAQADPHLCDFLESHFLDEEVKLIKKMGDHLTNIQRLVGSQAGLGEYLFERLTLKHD
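Horse-spleen apoferritin (10 uM) in 50% saturated 1-aminoanthracene in PBS was incubated 10 min at room temperature with compound. Fluorescence (ex 380, em 535 nm) was normalized to free and bound 1-AMA, with concentration-response fitted by a four-parameter Hill equation.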
Pol eta inh: qHTS for Inhibitors of Polymerase Eta; DNA polymerase eta (Homo sapiens), Q9Y253; recombinant Pol eta, fluorescent DNA replication assay; Potency, µM (top dose mostly 114 µM), without a hit: at the highest dose activity change, negative = inhibition, most hits filed as inhibitors; 390,000 compounds, 1.2% hits; note: potency is the fitted concentration of half-maximal effect; % is set by controls: 0 for no effect and ±100 for the full control effect
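Pol eta at 10 nM preincubated with compounds 15 min at room temperature; reaction started with fluorescent substrate (50 nM final) and read kinetically at 0 and 10 min.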
12-LOX inh: Primary qHTS assay for inhibitors of human arachidonate 12S-lipoxygenase (ALOX12): Round 2. purified 12hLO, xylenol orange hydroperoxide absorbance. 580,000 compounds, 1.1% hits. Polyunsaturated fatty acid lipoxygenase ALOX12 (Homo sapiens), P18054. Potency, µM (series often up to 108 µM), without a hit: at the top dose activity change, negative = inhibition, most hits filed as inhibitors; note: potency is the fitted concentration of half-maximal effect; % is set by controls: 0 for no effect and ±100 for the full control effect
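Hydroperoxide product was detected by ferrous iron/xylenol orange as the 573 to 405 nm absorbance ratio. Arachidonic acid at 40 uM (final) was turned over for 30 min at room temperature by 150 nM human 12hLO, pH 7.0 Hepes buffer, after 15 min compound preincubation.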
Numbers without * were called inactive; ? = inconclusive; / = not tested or not shown; [ ] = remark or other dose. Unless noted, calls come from the whole dose curve; as a rule, active = well fitted curve in the direction sought with a large enough effect; inconclusive = small, poorly fitted or top-dose-only effect, or another doubt; inactive = no such curve, though single readings can be large; an effect the other way counts as inactive or inconclusive.

SMILES | APEX1 inh | ERG Ets-DNA blk | RGS4 inhibitor | LDHA block | Pol kappa inh | POLB inh | Apoferritin bind | Pol eta inh | 12-LOX inh
CC(=O)C1=C(O)C(=O)N(c2cccc(Br)c2)C1c1ccccc1Cl (centres undefined) | -5% | -6% | -1%[56.9 µM] | -3 | -5% | 3% | -10% | -3% | 18µM*
CSC1CCCCC1(O)CSc1nc2c(cc1C#N)CCCC2 (centres undefined) | -1% | / | -37% | -6 | -9% | -4% | 0% | -6% | 7.1µM*
CCC1=C/C(=C/c2sc3ccccc3[n+]2CC)CC(C)(C)C1 | 19% | 12% | ? | -1 | -2% | ? | ? | -9% | ?
COCCN(C(=O)/C=C/c1ccccc1)c1c(N)n(Cc2ccccc2)c(=O)[nH]c1=O | 0% | 3% | -3% | -17 | -1% | 16% | -3% | -5% | -3%
CCn1nc(C)c(Br)c1C(=O)Sc1ccccc1Cl | 2% | -5% | -47% | -7 | -6% | -3% | -5% | -13% | 0%
O=C1c2cccnc2C(=O)N1Cc1ccc(S(=O)(=O)N2CCN(c3ccccc3)CC2)cc1 | 19% | -1% | 26% | -3 | -14% | 1% | -7% | -23% | -17%
CCOc1ccc(-c2noc(CCC(=O)NC3CCCCC3)n2)cc1OC | 19%[12.4 µM] | 2% | -5% | -10 | -1% | 18% | -9% | -8% | 7%
COc1ccc(NC(=O)C(NS(=O)(=O)c2cccc3nsnc23)C(C)C)cc1 (centres undefined) | / | 3% | -2% | -4 | -22% | 0% | -1% | -14% | -14%
Cc1ccc(-c2nnc(NC(=O)CCS(=O)(=O)c3ccc(F)cc3)o2)c(C)c1 | -9% | 8% | 13% | -2 | -4% | / | / | 1% | 9%
C=CCn1c(NCc2cc(Cl)ccc2O)nc2ccccc21 | -8% | -1% | -19% | -3 | -3% | -1% | ? | -17% | 1%
O=C(NCc1ccc(Cl)cc1)NC1COc2ccccc2C1 (centres undefined) | / | -4% | 24% | -9 | -2%[60.1 µM] | -6% | -3% | 2% | 0%
O=C(Nc1ccc(-n2cnnn2)cc1)C1CCCCC1 | 19% | ? | 2% | -5 | -17% | 21% | -6% | -5% | -4%
COc1ccc(-c2nc3sc(CCNC(=O)c4ccc(C(C)(C)C)cc4)c(C)n3n2)cc1 | / | -6% | 24% | -2 | -9%[60.1 µM] | -2% | 8% | -12% | -1%
Cn1c(SCC(=O)Nc2ccc3c(c2)CCC3)nnc1C1CC1 | 48% | 5%[15.4 µM] | -14% | -4 | -9% | / | / | -21% | 195%[activator]
Cc1ccc(NC(=O)CN2CCC(NC(=O)c3cccc(F)c3)CC2)cc1C | 31% | 5% | -10% | 0 | 9% | -10% | -9% | -9% | 0%
Cc1ccccc1C(=O)N/N=C/c1ccc(OCC(=O)N2CCCCC2)cc1 | 0% | / | 24% | 1 | -14% | 11% | -13% | 2% | ?
CCCn1c(NCc2cccc(OC)c2OC)nc2ccccc21 | -2% | 0% | 14% | -12 | -14% | 4% | -15% | -6% | 6%
CCCC(=O)NC(=S)N1CCN(c2ccc([N+](=O)[O-])cc2)CC1 | 3% | -6% | -10% | -9 | -8% | 52% | -7% | -4% | -22%
Cc1ccc(-c2noc(CN(C)C(=O)Nc3ccc(F)cc3)n2)cc1 | 0% | 12% | -28% | -8 | -1% | 0% | -9% | -3% | 4%
CCOC(=O)c1cnc2c(C)cc(C)cc2c1NCCCN1CCOCC1 | -17% | 1% | 6% | -3 | -21% | 0% | -12% | 0% | 0%
COc1ccc(C(=O)NCc2nnc(SCC(=O)Nc3cc(OC)ccc3OC)o2)cc1 | 31% | 8% | 2% | -8 | -7% | 8% | 3% | -1% | 0%
O=C1CN2NC(=S)N(c3ccc(Cl)cc3)C2=CN1c1ccc(Cl)cc1 | -2% | 0% | -23% | -14 | -3% | 35% | -5% | -13% | -20%
O=C(c1ccc(Cl)cc1)N(Cc1ccco1)Cc1ccco1 | / | 0% | 19% | -11 | -18% | 4% | ? | -18% | -20%
CS(=O)(=O)Nc1ccc2c3c(cccc13)CC2 | -2% | -17% | 4% | -2 | -2% | 0% | -21% | -16% | -2%
CC[C@@H](C)[C@@H]1CN([C@@H](C)CN2CCC[C@H]2CN2C(N)=NC[C@H]2CC(C)C)C(=N)N1CCCC1CCCC1 | -27% | -17% | -9% | 6 | 1% | / | / | 2% | -28%

Given tab-delimited: three of the compounds above.
molecule	APEX1 inh	ERG Ets-DNA blk	RGS4 inhibitor	LDHA block	Pol kappa inh	POLB inh	Apoferritin bind	Pol eta inh	12-LOX inh
Cc1ccccc1C(=O)N/N=C/c1ccc(OCC(=O)N2CCCCC2)cc1	0%	/	24%	1	-14%	11%	-13%	2%	?
Cc1ccc(-c2noc(CN(C)C(=O)Nc3ccc(F)cc3)n2)cc1	0%	12%	-28%	-8	-1%	0%	-9%	-3%	4%
CCC1=C/C(=C/c2sc3ccccc3[n+]2CC)CC(C)(C)C1	19%	12%	?	-1	-2%	?	?	-9%	?

Back to the main list, repeating the two entries before the break.
SMILES | APEX1 inh | ERG Ets-DNA blk | RGS4 inhibitor | LDHA block | Pol kappa inh | POLB inh | Apoferritin bind | Pol eta inh | 12-LOX inh
CS(=O)(=O)Nc1ccc2c3c(cccc13)CC2 | -2% | -17% | 4% | -2 | -2% | 0% | -21% | -16% | -2%
CC[C@@H](C)[C@@H]1CN([C@@H](C)CN2CCC[C@H]2CN2C(N)=NC[C@H]2CC(C)C)C(=N)N1CCCC1CCCC1 | -27% | -17% | -9% | 6 | 1% | / | / | 2% | -28%
Cc1nnc(NC(=O)CSc2nnc3c(n2)[nH]c2ccccc23)s1 | / | 5% | -14% | 0 | -7% | 14% | 2% | 11% | ?
Cc1cc(Cl)nc2ccc(Cc3ccc4nc(Cl)cc(C)c4c3)cc12 | -11% | 5% | -22% | -4 | -4% | 2% | -11% | -14% | -7%
Cc1ccc(-c2onc(C)c2C)cc1S(=O)(=O)Nc1ccc(Cl)cn1 | / | 2% | -1% | -1 | -17% | -9% | -4% | -15% | ?
COc1cc(OC)c(NC(=O)CCc2c(C)nc3cc(-c4ccccc4OC)nn3c2C)cc1Cl | / | -4% | -8% | 8 | -1% | 3% | 4% | -12% | 0%
CCCCCN(C(=O)CCC(=O)OCc1cccc(Cl)c1)c1c(N)n(CCCC)c(=O)[nH]c1=O | 21% | 7% | -20% | -3 | -4% | / | / | 4% | -23%
Cc1nn(C(=O)c2cccc(Cl)c2)c(C)c1S(=O)(=O)N1CCOCC1 | / | 2% | -17% | 5 | -2%[60.1 µM] | 7% | -13% | -1% | -24%
CCC(C)NCC(=O)Nc1ccc(S(N)(=O)=O)cc1 (centres undefined) | 3% | -16% | 2% | -12 | 9% | -20% | -2% | -9% | 2%
CCC(=O)Nc1ccc(C(=O)CSc2nnc(-c3ccc(O)cc3)n2CC2CCCO2)cc1 (centres undefined) | 0% | -10% | -28% | -3 | -4% | 0% | -22% | 3% | ?
Cc1nn(C)c(C)c1/C=N/NC(=O)CCn1nc(C)c([N+](=O)[O-])c1C | -7% | -7% | 16% | -3 | -13% | 26% | -11% | -2% | 17%
Cc1ccc(-n2c(=O)c3c(C)c(C(=O)N(C)C)sc3n(CC(=O)N(C)c3ccccc3)c2=O)cc1C | / | -1% | 20% | 0 | -4%[60.1 µM] | 1% | ? | 1% | -3%
CCC(C)[C@H](NC(=O)N1CCC(Cc2ccccc2)CC1)C(=O)O (some centres undefined) | -1% | 0% | -19% | -4 | -1% | 8% | 10% | -10% | -5%
FC(F)Oc1cccc(NC(=S)N2CCN(c3ccccn3)CC2)c1 | 1% | 1% | 9%[11.4 µM] | -6 | -16% | 1% | -7% | 14% | -10%
Nc1c(C(=O)Nc2ccccc2)sc2nc3c(c(-c4ccco4)c12)CCCC3 | -3% | 3% | -6% | -4 | -13% | 30% | -4% | -2% | -1%
CCc1nnc(NC(=O)CSc2nnc(CNc3ccc(C)cc3)n2C)s1 | -1% | 9% | 17% | 1 | -11% | 0% | -2% | 17% | -2%
COc1ccccc1N(CC(=O)NCCSc1ccccc1)S(=O)(=O)c1ccccc1 | / | -3% | 3% | -5 | -25% | / | / | -19% | -5%

Some of the compounds tested. The share of hits here may be higher or lower than overall.
